# CHRM4 PAM: human M4 muscarinic receptor positive allosteric modulators, primary screen, CHO-K1 cells, Fluo-8 calcium fluorescence. Muscarinic acetylcholine receptor M4 (Homo sapiens), P08173. CHO-K1 hM4/Gqi5, ACh EC20; 0% = ACh EC20, 100% = maximal ACh. activation, % at 3 µM. hit rate 0.4% among 360,000. AID 624126, 2012;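 active = activation above its plate's cutoff, the mean activation of sample wells plus 3 SD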; note: some results filed as inactive read as strong as hits
# Target sequence (P08173 whole entry, looked up): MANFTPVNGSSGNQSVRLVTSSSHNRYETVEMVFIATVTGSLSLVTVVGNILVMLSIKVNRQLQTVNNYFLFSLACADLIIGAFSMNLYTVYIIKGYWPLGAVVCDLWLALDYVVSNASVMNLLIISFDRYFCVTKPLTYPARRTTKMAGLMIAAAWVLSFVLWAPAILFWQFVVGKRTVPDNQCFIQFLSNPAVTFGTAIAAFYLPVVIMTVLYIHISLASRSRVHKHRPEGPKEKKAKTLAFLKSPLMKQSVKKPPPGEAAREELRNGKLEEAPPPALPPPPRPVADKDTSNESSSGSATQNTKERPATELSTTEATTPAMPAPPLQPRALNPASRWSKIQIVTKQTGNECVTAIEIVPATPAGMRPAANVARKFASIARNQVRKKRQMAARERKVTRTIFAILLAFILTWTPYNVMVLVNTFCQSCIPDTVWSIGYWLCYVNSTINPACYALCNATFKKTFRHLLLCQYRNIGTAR
# M1 ag parental: counter-screen for M1 agonists: effect in parental CHO-K1 cells | Fluo-8 calcium fluorescence; scaled to maximal ATP response, vehicle zero | activation, % at 3 µM | hit rate 0.48% among 360,000; in the data active = activation above about 15%;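 note: untransfected CHO-K1 host cells lacking M1 receptor as counterscreen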
# CHO-K1 Ca PAM: nonselective calcium activators in parental CHO-K1 cells, primary screen, counter-screen for M1 PAM project, cell-based, Fluo-8 calcium fluorescence, full deck, 1536-well; ATP EC20; 0% at ATP EC20, 100% at ATP max; activation, % at 3 µM; hit rate 0.02% among 360,000; AID 602247, 2012;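 active = activation above the run cutoff, the mean activation of all test compounds plus 3 SD, cut at about 40% in these data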;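 note: peak over basal fluorescence ratio in a 140 s read after ATP addition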
# M5 antag: human M5 muscarinic receptor antagonists, primary screen, CHO cells, Fluo-8 calcium fluorescence; Muscarinic acetylcholine receptor M5 (Homo sapiens), P08912; CHO-hM5 cells, ACh EC80; inhibition, % at 3 µM; hit rate 0.59% among 360,000; AID 624040, 2012;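 active = inhibition above a per-plate cutoff, the mean of that plate's test compounds plus 3 SD, cut at about 27% in these data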;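 note: 0% = acetylcholine EC80 with DMSO and 100% = DMSO without agonist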
# Target sequence (P08912 whole entry, looked up): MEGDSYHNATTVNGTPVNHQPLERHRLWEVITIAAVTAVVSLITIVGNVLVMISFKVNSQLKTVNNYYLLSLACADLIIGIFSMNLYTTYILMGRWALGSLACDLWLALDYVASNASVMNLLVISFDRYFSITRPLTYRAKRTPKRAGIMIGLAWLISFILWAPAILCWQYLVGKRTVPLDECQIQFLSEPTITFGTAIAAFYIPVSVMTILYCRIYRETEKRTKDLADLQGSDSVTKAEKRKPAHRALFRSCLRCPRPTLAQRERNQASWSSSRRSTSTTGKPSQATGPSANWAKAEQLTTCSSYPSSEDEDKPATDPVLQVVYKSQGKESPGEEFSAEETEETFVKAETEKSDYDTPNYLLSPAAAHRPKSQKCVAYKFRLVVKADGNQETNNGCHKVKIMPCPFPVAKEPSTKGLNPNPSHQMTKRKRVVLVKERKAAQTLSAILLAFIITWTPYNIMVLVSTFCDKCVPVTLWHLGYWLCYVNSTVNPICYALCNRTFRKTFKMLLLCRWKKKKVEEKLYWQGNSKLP
# M5 PAM: human M5 muscarinic receptor positive allosteric modulators, primary screen, CHO-K1 cells, Fluo-8 calcium fluorescence; hit rate 0.3% among 360,000; activation, % at 3 µM; Muscarinic acetylcholine receptor M5 (Homo sapiens), P08912; CHO-K1 hM5, ACh EC20 PAM; 0% = ACh EC20, 100% = ACh EC100; AID 624038, 2012;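 active = activation above the run cutoff, the mean activation of all test compounds plus 3 SD, cut at about 18% in these data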
#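 system = human M5 receptor in CHO-K1 cells | compound = one concentration, 3 µM final (nominal) | schedule = Post-acetylcholine fluorescence recording 140 s | signal = Fluo-8 calcium dye fluorescence, kinetic read | benchmarks = low control EC20 acetylcholine (0%), high control EC100 acetylcholine (100%) | repeats = singlicate, one well per test compound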
# CHRM4 agonist: human M4 muscarinic receptor agonists, primary screen, CHO-K1 cells, Fluo-8 calcium fluorescence. hit rate 0.14% among 360,000. activation, % at 3 µM. Muscarinic acetylcholine receptor M4 (Homo sapiens), P08173. CHO-K1 hM4/Gqi5; vehicle 0%, full acetylcholine response 100%;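 active = activation above the run mean over all test wells plus 3 SD, cut at about 32% in these data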;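 note: peak over basal fluorescence ratio per well then scaled between controls; 0% = DMSO wells and 100% = acetylcholine at EC100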
# CHO-K1 Ca antag: M1 antagonist counterscreen hit in parental CHO-K1 cells | hit rate 0.6% among 360,000 | inhibition, % at 3 µM | AID 602250 | ATP-induced calcium, Fluo-8 fluorescence;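 active = inhibition above a per-plate cutoff, the plate's mean sample inhibition plus 3 SD, cut at about 24% in these data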;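 note: 0% = DMSO plus EC80 ATP and 100% = DMSO alone without ATP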
# CHRM5 agonist: human M5 muscarinic receptor agonists, primary screen, CHO-K1 cells, Fluo-8 calcium fluorescence; activation, % at 3 µM; hit rate 0.19% among 360,000; CHO-K1 hM5 cells; 0% DMSO wells, 100% maximal acetylcholine response; Muscarinic acetylcholine receptor M5 (Homo sapiens), P08912;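 active = activation above the run's mean over test compounds plus 3 SD, cut at about 23% in these data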;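 note: signal is peak over basal fluorescence ratio across the kinetic read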
# M4 antag: human M4 muscarinic receptor antagonists, primary screen, CHO cells, Fluo-8 calcium fluorescence | inhibition, % at 3 µM | AID 624125, 2012 | Muscarinic acetylcholine receptor M4 (Homo sapiens), P08173 | hit rate 0.73% among 360,000 | CHO-hM4 cells, ACh EC80;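 active = inhibition above its plate's cutoff, the mean inhibition of sample wells plus 3 SD, cut at about 27% in these data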;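 note: 0% = acetylcholine EC80 with DMSO and 100% = DMSO without agonist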
# Active calls of the source: *; · = no result given.
# The first 2 compounds, ahead of the listing:
SMILES,CHRM4 PAM,M1 ag parental,CHO-K1 Ca PAM,M5 antag,M5 PAM,CHRM4 agonist,CHO-K1 Ca antag,CHRM5 agonist,M4 antag
NS(=O)(=O)c1ccc(NC(=O)COC(=O)c2cc(Cl)ccc2[N+](=O)[O-])cc1,2,0.2,4,6,-4,2,0,4,3
Cc1oc(-c2ccccc2Cl)nc1CS(=O)CC(=O)NCCc1ccccc1 (centres undefined),9,0.5,-2,6,-3,2,-7,-6,-8

# Main list, previewed entries included:
SMILES,CHRM4 PAM,M1 ag parental,CHO-K1 Ca PAM,M5 antag,M5 PAM,CHRM4 agonist,CHO-K1 Ca antag,CHRM5 agonist,M4 antag
NS(=O)(=O)c1ccc(NC(=O)COC(=O)c2cc(Cl)ccc2[N+](=O)[O-])cc1,2,0.2,4,6,-4,2,0,4,3
Cc1oc(-c2ccccc2Cl)nc1CS(=O)CC(=O)NCCc1ccccc1 (centres undefined),9,0.5,-2,6,-3,2,-7,-6,-8
COc1ccc(C/C(C)=N/NC(=O)c2ccc(C)cc2C)cc1,1,0.3,28,-1,3,1,-13,0,-3
CCN(C(=O)COC(=O)c1ccc(O)cc1)c1cccc2ccccc12,0,4.9,9,11,-2,12,-11,10,-5
COc1cccc(-c2nn(C)c3sc(C(=O)N4CCN(c5ccccn5)CC4)cc23)c1,-12,5.5,14,20,-46,10,-1,-6,3
CCCC(NC(=O)c1c(C)noc1C)C12CC3CC(CC(C3)C1)C2 (centres undefined),-6,1.5,20,14,-1,1,-9,2,8
CC(C)(C)N1C(=O)[C@H]2[C@@H](c3ccc(Br)cc3)N3C(=O)N(c4cccc(Br)c4)C(=O)[C@@]3(Cc3ccccc3)[C@H]2C1=O,4,2.1,13,-11,5,4,-11,0,-5
Cc1cc(C)cc(N(CC(=O)NC2CCC(C)CC2)S(=O)(=O)c2c(C)noc2C)c1 (centres undefined),1,-0.4,15,-1,-2,-2,-4,0,-1
CCCC(=O)n1nc(-c2ccccc2)nc1SC,1,0.3,7,0,-4,1,0,-2,-3
Cc1cc(Br)cc(/C=N/NC(=O)c2ccc3c(c2)OCO3)c1O,-4,2.1,17,16,-2,2,-8,-11,4
CN(C1CCCCC1)S(=O)(=O)c1ccc(SCC(N)=O)nc1,-7,0.6,-4,-1,-3,2,-2,0,-7
CN1CCN(C(=O)c2ccccc2-c2nc(-c3ccc(Cl)cc3)no2)CC1,-14,4.8,13,7,-5,7,-9,2,-4
CCOC(=O)COc1ncn(-c2ccccc2)n1,0,0.5,-7,4,-3,0,5,1,8
Cc1nc2c(Br)cc(Br)cc2cc1O,2,3.1,1,1,-3,9,-2,-1,-2
O=C(NCCCOc1cccc(CN2CCCCC2)c1)c1ccc(Cl)c(Cl)c1,-30,3.2,22,19,-15,5,-11,-4,19
Cc1ccccc1N1CCN(C2CCCN(C(=O)c3cc(C(C)C)[nH]n3)C2)CC1 (centres undefined),-4,1.1,20,-16,-2,5,-7,-1,-9
CCCS(=O)(=O)N1CCN(c2ccccn2)CC1,12,0.4,7,-3,3,1,-1,-1,0
Cc1nn(C)c(C(=O)Nc2ccn(C34CC5CC(CC(C5)C3)C4)n2)c1[N+](=O)[O-],7,-0.8,-9,4,0,1,12,-1,-12
CCN1C(=O)[C@H]2[C@H]3CN=C(SC)N3[C@@](Cc3ccccc3)(C(=O)OC)[C@H]2C1=O,6,0.8,14,2,-3,1,-4,0,-9
CC1CCCCC1NS(=O)(=O)c1ccc(S(=O)(=O)N2CCCC2)cc1 (centres undefined),-12,2.1,-13,2,-8,5,2,6,7
N#Cc1ccc(-c2csc(NC(=O)/C=C/c3cccs3)n2)cc1,0,2.2,20,-21,6,4,-4,2,-8
CC(=O)Nc1ccc(SCC(=O)c2cc(C)n(CC(F)(F)F)c2C)cc1,5,1.5,8,3,-3,4,0,-3,2
COc1ccccc1OCC(O)CN1C(=O)NC(C)(C)C1=O (centres undefined),8,1.2,13,-3,-5,2,-24,3,-7
Cc1ccccc1C(=O)Nc1nc(SCc2ccc(Cl)cc2)n[nH]1,-23,4.3,17,24,-20,10,-2,0,7
CC1=C(C(=O)Nc2ccc(C)cc2C)C(c2ccc([N+](=O)[O-])cc2)n2ncnc2N1 (centres undefined),-5,0.5,7,9,-10,1,-14,-2,12
CCOc1ccc(N/C(=N/c2nc(C)cc(C)n2)NC(=O)CC)cc1,-4,0.2,-7,12,0,1,4,-2,2
CCOc1ncccc1C(=O)OCc1cccc([N+](=O)[O-])c1,2,-0.1,5,-1,0,0,-8,-11,-1
CCCCCCCCCc1conc1C(=O)/C=C/c1oc2c(c1C)CCC(C)C2 (centres undefined),8,·,·,-9,3,3,·,1,-6
CCOC(=O)C1=C(O)/C(=C/c2ccccn2)SC1=Nc1ccc(Cl)cc1,-1,0.4,21,1,0,2,-8,-4,10
CCOC(=O)N1CCN(C(=O)C2CCCN(S(=O)(=O)c3ccccc3)C2)CC1 (centres undefined),8,1.0,26,2,-1,3,-23,2,-12
CC1(C)Cc2ccccc2-c2nc3ccccc3c(=O)n21,3,0.4,15,-1,1,1,-10,0,-10
O=C(COC(=O)CNC(=O)c1ccccc1Cl)NC1CC1,-2,0.4,20,2,5,0,-15,3,13
NC(=O)N/N=C/CCc1ccccc1,0,-0.2,0,18,-7,1,7,-5,-1
Cc1ccc(C(=O)N/C(=C\c2ccco2)C(=O)NC2CCS(=O)(=O)C2)cc1 (centres undefined),-10,0.7,10,-5,1,1,-7,0,3
O=C(OCC(=O)N1CCN(c2ccccc2)CC1)c1ccccc1NCCO,1,3.0,10,5,-8,5,-3,2,-10
COCCNC(=O)C(c1ccc(F)cc1)N(CC1CCCO1)C(=O)CCC(=O)Nc1ccccn1 (centres undefined),4,3.9,15,-10,1,0,-4,-3,-3
CCCCC1(c2ccc(F)cc2)NC(=O)N(CC(=O)N2CCN(C(=O)c3ccco3)CC2)C1=O (centres undefined),1,2.1,-8,0,0,2,1,0,-5
O=C(COc1ccc(C2SCCS2)cc1)NNC(=O)C(Cl)Cl,-6,1.1,10,-13,2,0,-14,4,-6
COC(=O)[C@]12CCCCC=C1N(CCc1ccc(OC)c(OC)c1)C(=O)[C@H](CC(=O)NCc1cccs1)C2,-3,·,·,-2,-4,15,·,5,7
O=C(CN1C(=O)/C(=C\c2ccccc2Cl)Oc2ccccc21)NCc1cccnc1,6,0.7,15,-5,0,0,-5,0,-4
O=C(Nc1ccc(C(=O)O)cc1)/C(=C\c1ccccc1)NC(=O)c1ccc(Br)cc1,-3,1.0,8,6,-1,1,-8,-3,7
CN(C)CCCN1c2ccc3ccccc3c2Sc2cccc(Cl)c21,2,-0.1,-5,6,-6,6,7,-3,10
Cc1ccc(CSc2nc3c(c(SCC(=O)O)n2)CCCC3)cc1,2,0.5,13,2,1,0,-4,-10,-3
CN1C(=O)NC(c2ccc([N+](=O)[O-])cc2)C2=C1CC(C)(C)CC2=O (centres undefined),3,3.5,9,3,0,0,-6,-1,-8
O=C(c1ccc(CS(=O)Cc2ccc(Cl)cc2)o1)N1CCN(c2cccc(Cl)c2)CC1 (centres undefined),-10,4.7,-5,25,-14,19,5,-3,14
COc1ccc(N(CC(=O)NCc2ccccc2Cl)S(=O)(=O)c2c(C)n[nH]c2C)cc1,1,1.1,4,2,-5,3,-5,1,-6
COc1ccc2c(c1OC)C(=O)OC2n1c(O)c(N=NC(C)=O)c2ccccc21 (centres undefined),1,0.7,17,3,1,1,-7,1,1
COc1ccc(CCNC(=O)c2ccc(S(=O)(=O)N(C)c3ccccc3)cc2)cc1OC,-13,8.2,-22,14,-6,12,-23,3,11
CC(C)(C)NC(=O)C(c1ccccc1F)n1c(=O)c(-c2ccco2)nc2ccccc21 (centres undefined),4,·,·,8,0,1,·,2,-4
COc1cccc(N(CC(=O)N2CCN(C)CC2)S(=O)(=O)c2ccc(C)cc2)c1,-2,-0.4,-6,2,-17,0,7,-14,-1
Cc1ccc2nc(N/N=C/c3ccccc3F)nc(-c3ccccc3)c2c1,-4,-0.1,5,2,-3,-1,1,-3,-1
Cc1c(N(C)C(=O)C23CC4CC(CC(C4)C2)C3)c(=O)n(-c2ccccc2)n1C,1,0.0,6,-1,1,1,-7,0,-16
Cc1nc2nc3c(c(=O)n2[nH]1)CCC3,3,0.4,20,3,1,0,-5,2,-2
CCOc1ccc(N=C2SCC(=O)N2CC)cc1,8,0.5,4,-9,10,0,-4,0,-22
NC(=O)c1ccc(C23CC4CC(CC(C4)C2)C3)o1,-5,0.6,5,3,-1,0,-3,1,17
COC(=O)Cc1[nH]nc2c1C(c1c[nH]c3ccccc13)C(C#N)=C(N)O2 (centres undefined),-1,0.1,-7,-2,-1,0,18,-2,3
CN(Cc1ccccc1)C(=O)c1cccc(NC(=O)Cc2ccc(NC(=O)C3CCCN(C(=O)c4ccccc4)C3)cc2)c1 (centres undefined),-2,0.3,31,-5,2,0,-20,-2,-8
COc1cccc(NC(=O)CSc2nc3n[nH]c(C)c3c(=N)n2-c2cccc(OC)c2)c1,3,-0.6,17,1,-4,2,-18,-6,-11
CN(C)N1C(=O)CC(NNC(=O)c2ccncc2)C1=O (centres undefined),13,0.0,6,0,2,0,2,-2,-3
Cc1nc(-c2ccc(NS(=O)(=O)c3ccccc3)cc2)cs1,-6,1.7,20,8,-2,6,0,-1,-2

# Single entries from the entries so far.
# `COC(=O)Cc1[nH]nc2c1C(c1c[nH]c3ccccc13)C(C#N)=C(N)O2` (centres undefined) – CHO-K1 Ca PAM: -7
# `Cc1nc2nc3c(c(=O)n2[nH]1)CCC3` – M5 antag: 3

# (listing goes on)
SMILES,CHRM4 PAM,M1 ag parental,CHO-K1 Ca PAM,M5 antag,M5 PAM,CHRM4 agonist,CHO-K1 Ca antag,CHRM5 agonist,M4 antag
CN1CCN(c2ccc(Cl)cc2NC(=O)C2COc3ccccc3O2)CC1 (centres undefined),4,1.8,8,-2,-7,8,8,-5,8
Cc1cc(NC(=O)c2cc(C)on2)no1,8,2.3,26,-4,3,0,-7,1,-6
Cc1nnsc1C(=O)NNS(=O)(=O)c1cc(C(F)(F)F)cc(C(F)(F)F)c1,3,1.0,18,1,6,1,-4,3,-1
O=C(NC(c1ccccc1)c1ccccc1)C1CCCN(S(=O)(=O)c2cnc[nH]2)C1 (centres undefined),1,0.1,13,0,1,0,2,0,6
Cc1occc1-c1nnc(SCCCC(=O)c2ccc(F)cc2)n1C,-5,2.2,10,4,-5,2,1,1,2
COC(=O)c1cc(CNC(=O)C2CC(=O)N(c3ccc4c(c3)OCCO4)C2)ccc1OC (centres undefined),10,0.0,12,3,5,-1,-20,1,4
O=C(CC1Nc2ccccc2NC1=O)Nc1cc(Cl)cc(Cl)c1 (centres undefined),11,0.7,17,4,-1,1,-26,2,-5
CCSc1cnnc2ccccc12,8,0.0,17,6,8,0,-7,-2,3
CN1CCN(Cc2nc3c([nH]2)c(=O)[nH]c(=O)n3C)CC1,15,-0.2,-6,-11,7,1,8,3,9
